Assay outcomes as filed in PubChem.
12-LOX inh: blocks human arachidonate 12S-lipoxygenase | P18054 | purified 12hLO, xylenol orange hydroperoxide absorbance | Potency, µM (top dose mostly 108 µM), for the others: at the highest dose activity change, negative = inhibition, usual class: inhibitors | 1.1% of 580,000 active; active = well fitted inhibition curve with a large enough effect; inconclusive = small, poorly fitted or top-dose-only effect, or another doubt; inactive = no such curve, though single readings can be large or run the other way
Target sequence (P18054 whole entry, looked up): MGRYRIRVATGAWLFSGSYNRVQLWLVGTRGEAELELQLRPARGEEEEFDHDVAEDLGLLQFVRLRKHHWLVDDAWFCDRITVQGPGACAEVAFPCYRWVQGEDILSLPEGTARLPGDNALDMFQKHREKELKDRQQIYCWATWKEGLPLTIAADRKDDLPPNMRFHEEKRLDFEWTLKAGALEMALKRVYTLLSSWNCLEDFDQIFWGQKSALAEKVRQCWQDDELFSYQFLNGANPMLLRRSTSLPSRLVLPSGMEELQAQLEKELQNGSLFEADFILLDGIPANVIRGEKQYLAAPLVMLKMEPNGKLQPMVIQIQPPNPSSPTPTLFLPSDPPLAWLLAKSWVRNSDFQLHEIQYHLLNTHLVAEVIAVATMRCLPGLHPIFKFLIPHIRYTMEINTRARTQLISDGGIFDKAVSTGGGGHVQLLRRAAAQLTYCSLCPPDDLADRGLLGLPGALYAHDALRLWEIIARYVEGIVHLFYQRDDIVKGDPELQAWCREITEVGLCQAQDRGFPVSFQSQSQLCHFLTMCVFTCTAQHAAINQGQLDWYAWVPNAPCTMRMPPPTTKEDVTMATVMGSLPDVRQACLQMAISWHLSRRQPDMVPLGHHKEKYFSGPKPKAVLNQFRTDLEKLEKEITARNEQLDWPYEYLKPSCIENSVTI
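Purified human 12hLO at 150 nM in 25 mM Hepes, 0.01% Triton X-100, pH 7.0, preincubated 15 min at room temperature with compound. Reaction started with 40 uM arachidonic acid, 30 min at room temperature. Hydroperoxide measured by Fe-xylenol orange, 573/405 nm absorbance ratio.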
Active calls of the source: *; ? = inconclusive; [ ] = another dose, or the depositor's remark. % is set by controls: 0 for no effect and ±100 for the full control effect; potency is the fitted concentration of half-maximal effect.

Preview:
Molecule	12-LOX inh
CSc1ccccc1NC(=O)c1ccc(F)c(F)c1	-10%
Cc1ccc(C(=O)OCC(=O)N2CCc3ccccc32)cc1S(=O)(=O)N1CCCCC1	3%

This part in full, repeating the preview:
Molecule	12-LOX inh
CSc1ccccc1NC(=O)c1ccc(F)c(F)c1	-10%
Cc1ccc(C(=O)OCC(=O)N2CCc3ccccc32)cc1S(=O)(=O)N1CCCCC1	3%
Cc1nc(-c2cccs2)c(CC(=O)N2CCN(c3ccc(F)cc3)CC2)s1	-26%
CCN(C(=O)c1cc2cc(Br)ccc2oc1=O)C1CCCCC1	-7%
COc1ccc(-c2cccc(CCOc3cnc4c(ccn4CC(=O)O)c3)c2)c(F)c1	?
CCOc1ccc(CC(=O)NC2CCN(c3cc(-c4cccs4)[nH]n3)C2)cc1OCC (centres undefined)	5%
Cc1ccc(N(Cc2nc3nc(C)cc(C)n3n2)S(=O)(=O)c2ccc(C)cc2)cc1	?
CN(C)C(=O)C1CN(C(=O)c2nn(Cc3ccccc3)c(=O)c3ccccc23)c2ccccc2O1 (centres undefined)	6%
O=C(Nc1ccccc1)Nc1ccc(NC(=O)c2ccc(Cl)cc2)cc1	-27%
CN(C(=O)Cn1nc2n(c1=O)CCCC2)c1ccccc1	26%
O=c1oc2ccccc2cc1S(=O)(=O)c1ccc(Cl)c(Cl)c1	18%
Cc1cccc(-n2nnnc2SCc2cc(=O)oc3cc(O)ccc23)c1	?
O=C(CSc1ncnc2c1sc1cccc(F)c12)NCCN1CCN(Cc2ccccc2)CC1	0%
CCOCCCNC(=O)N1CCOc2ccc(CN(CC)CC)cc2C1	3%
Cc1ccc(-c2cc(C(=O)Nc3ccccn3)c3ccccc3n2)s1	?
O=C(Nc1ccccc1)c1ccc(CSc2cccc[n+]2[O-])cc1	-12%
COC(=O)[C@@H]1Cc2c([nH]c3ccccc23)[C@H]2C[C@@H](NCCNC(C)=O)C[C@@H](c3ccccc3F)N21	14%
COCCNC(=O)[C@@H]1C[C@H](Oc2cccnc2)CN1C(=O)c1cnccn1	36%[activator]
CCn1c2c(c(=O)[nH]c1=O)C(c1ccc(C(=O)O)cc1)C1=C(N2)c2ccccc2C1=O (centres undefined)	-30%
CCNC(=O)N1CC(C(=O)NCc2cccc(F)c2)CC(c2ccc(F)c(C)c2)C1 (centres undefined)	48%[activator]
Cc1ccc(C(C)NC(=O)Nc2ccc(Cl)cc2F)cc1C (centres undefined)	-2%
Cc1cc(Cl)ccc1NC(=O)Cn1nc(C)c2ccccc2c1=O	?
O=C(N/N=C/c1ccccc1)C1CC1	33%[activator]
O=C(C1=C(Nc2ccc(N3CCCC3)c(Cl)c2)c2ccccc2S1(=O)=O)N1CCOCC1	0%
CC(C)c1noc(-c2cccn3c(CNC(=O)c4nccc5ccccc45)nnc23)n1	59%[activator]
O=C(NC1CCCCC1)N[C@@H]1C=C(C(=O)N[C@H]2CCCNC2=O)C[C@@H](O)[C@@H]1O	8%[176 µM]
Cc1ccc(CNC(=O)CC2CCOCC2)cc1	3%
O=C(NCc1ccc(F)cc1)c1ccc(-c2ccccc2)cc1	5%
O=C1NC2(Cc3ccccc31)CN(C(=O)c1ccc3c(c1)OCO3)C2	0%[6.33 µM]
CCN(CC)C(=O)c1ccc2oc(CN3CCN(C(=O)Nc4cccc(Cl)c4C)CC3)nc2c1	0%

Reprinted at random: five entries already listed, in no set order.
Molecule	12-LOX inh
Cc1nc(-c2cccs2)c(CC(=O)N2CCN(c3ccc(F)cc3)CC2)s1	-26%
CCN(C(=O)c1cc2cc(Br)ccc2oc1=O)C1CCCCC1	-7%
O=C(Nc1ccccc1)c1ccc(CSc2cccc[n+]2[O-])cc1	-12%
O=C(NC1CCCCC1)N[C@@H]1C=C(C(=O)N[C@H]2CCCNC2=O)C[C@@H](O)[C@@H]1O	8%[176 µM]
O=c1oc2ccccc2cc1S(=O)(=O)c1ccc(Cl)c(Cl)c1	18%

(list continues)
Molecule	12-LOX inh
O=C1CCCN1Cc1nc(-c2ccc(F)cc2)no1	36%[activator]
CNC(=O)NC(=O)C(C)N1CCN(c2oc(C3CC3)nc2C#N)CC1 (centres undefined)	1%
Clc1cnc(N/N=C/c2ccc(Br)cc2)c(Cl)c1	?
Cc1cc(C)cc(NC(=O)Cn2c(-n3nc(C)cc3C)nc(-c3ccccc3)cc2=O)c1	-1%
O=C(NCc1noc(Cc2cccs2)n1)C1COc2ccccc2C1 (centres undefined)	12%
O=C(NCCc1ccc(Cl)cc1)c1ccc2c(=O)[nH]c3c(C(=O)NCC4CCCO4)sc(=S)n3c2c1 (centres undefined)	50µM*
Cc1c(C(=O)N2CCCC(C)C2)sc2ncnc(NCCN3CCCCC3)c12 (centres undefined)	2%
CCCCCCCCCCOS(=O)(=O)O	-2%[176 µM]
COc1ccc(O)cc1CN1CCC(Cc2ccc(C(=O)O)cc2)C1 (centres undefined)	87%[activator]
N#Cc1ccc(CN2CCc3n[nH]c(=O)n3CC2)cc1	41%[activator]
O=C(Nc1ccc(Cl)cc1)N1CCC(c2nn(-c3ccccc3)c(=O)[nH]2)CC1	?
O=C(Nc1oc2ccccc2c(=O)c1-c1cccc(Cl)c1)c1cccs1	-11%
CC(C)CNC(=O)C(NC(=O)c1ccccc1)C1CCN(C(=O)c2ccc(F)cc2)CC1 (centres undefined)	70%[activator]
CC(=O)OCC(=O)[C@@]1(O)[C@H](C)C[C@H]2[C@@H]3C=C(C)C4=Cc5c(cnn5-c5ccccc5)C[C@]4(C)[C@@H]3[C@@H](O)C[C@@]21C	-18%[57.4 µM]
Cc1nc2cc(NC(=O)CC3(C(=O)O)CCCC3)ccc2o1	14%
COc1ccc(C(=O)N2CCC(n3c(=O)[nH]c4ccccc43)CC2)cc1	-17%
COc1ccc(-c2cc(N3CCC(NC(=O)c4ccc(Br)cc4)C3)n[nH]2)cc1 (centres undefined)	-11%
C=CCS(=O)(=O)N1C[C@H]2OC(=O)N(CCc3cccc(Cl)c3)[C@H]2C1	25%
Cc1cc(C)c2c(c1)C(O)(CC(=O)c1ccco1)C(=O)N2 (centres undefined)	7%
COc1cccc(CN2CCOC3(CCN([S+](=O)([O-])c4c(C)noc4C)CC3)C2=O)c1	?
Cc1ccccc1CC(=O)N1CCCN(C(=O)C2CC2)c2ccccc21	1%
CSCc1ccc(C(=O)Nc2ccccc2C(F)(F)F)cc1	?
Cc1ccc(/C=C2/CCc3c2nc2ccccc2c3C(=O)O)s1	?
CC(Sc1ccc2c(c1)OCCO2)C(=O)Nc1ccc(C#N)cc1 (centres undefined)	-20%
CCCn1c(=O)c2sc(N3CCCC3)nc2n(CC(=O)NC2CCCCC2)c1=O	?
O=C(Cn1nc2n(c1=O)CCCC2)NCc1ccc(F)cc1	21%
Cc1cc(C)c(NC(=O)Cn2cnc3c2c(=O)n(C)c(=O)n3C)c(Cl)c1	-16%
COc1ccc(NC(=O)[C@@H]2C[C@@H](c3ccc(F)cc3)N([S+](=O)([O-])c3ccccc3)C2)cn1	1%
O=C(Nc1ccc2[nH]ccc2c1)c1csc(NC2CC2)n1	9%
CCCCc1cc(=O)oc2cc(OCC(=O)NCc3ccncc3)ccc12	6%
O=C(c1cc2ccccc2[nH]1)N1CCC2(C1)NC(=O)N(Cc1ccc(Cl)cc1)C2=O (centres undefined)	?
CNC(=O)N1C[C@@H](CN(C)C)[C@H](NC(=O)c2cccnc2)C1	17%
CN(C)S(=O)(=O)c1ccccc1CNS(=O)(=O)c1ccc2c(c1)CCCC2	?
COc1ccc2c(c1)C(O)(CC(=O)c1ccc(F)cc1)C(=O)N2 (centres undefined)	?
COc1cccc(C(=O)NCC2(COc3ccc(C(F)(F)F)cn3)C[C@@H](O)[C@@H](O)C2)c1 (some centres undefined)	69%[activator]
CCC(C)c1ccc(NC(=O)COC(=O)c2cc(=O)c3ccccc3o2)cc1 (centres undefined)	?
Cc1cc2oc(=O)cc(CN3CCN(S(=O)(=O)c4ccc5c(c4)OCCO5)CC3)c2cc1C(C)C	3%
Cc1cccc(OCC(=O)N2C[C@@H](CO)[C@H](c3nc(C4CC4)no3)C2)c1	32%[activator]
CCOc1ccccc1CN1CCC2(CCN(C(=O)c3ccccc3C)CC2)Oc2ccccc21	-29%
Cc1ccccc1NC(=O)COc1ccccc1C(N)=O	10%
CCOC(=O)CNC(=O)c1ccc2c(c1)N(S(C)(=O)=O)CC2	5%
CC(=O)N1Cc2ccccc2CC2(CCCN(C)C2)C1 (centres undefined)	16%[12.5 µM]
COc1cc(NC(=O)c2cc3c(N4CCSCC4)nc(C)cn3n2)c(OC)cc1Cl	43%[activator]
O=C(C1CC1)N1CCCCCCn2c(nnc2-c2ccc(F)cc2)CC1	41%
COCC(=O)NCC1c2cc(OC)c(OC)cc2CCN1C(=O)Nc1cccc(F)c1 (centres undefined)	8%
COc1ccc(/C=C/C(=O)N2CC(C)CC(C)C2)cc1 (centres undefined)	-11%
Cc1nn(C)cc1CN1C[C@@H]2C(=O)N(Cc3ccc4c(c3)OCO4)C(=O)[C@@H]2C1	63%[activator]
Cc1cc(-n2c(C)cc(C(=O)CSc3nnc(COc4ccccc4Cl)o3)c2C)no1	4%
COc1ccccc1CNC(=O)CN1CCC(c2nc3cc(Cl)ccc3s2)CC1	?
COc1ccccc1/C=C/C=C(/C#N)C(=O)Nc1cc(C(F)(F)F)ccc1Cl	-27%
Cc1ccc(C(=O)N2CCc3nc(C(C)C)nc(-c4ccc(O)cc4)c3C2)cc1	20%
CCOc1ccc(NC(=O)Cc2coc3cc(C)c(C(C)C)cc23)cc1S(=O)(=O)N(C)C	3%
O=C(NCCN1CCN(C(=O)c2ccc(Cl)cc2)CC1)c1ccc(Cl)cc1	-29%
CC1CCN(C(=O)c2cc3c(F)cccc3s2)CC1	9%
CC(C)(C)c1ccc(CCCc2nc(C3CCOC3)no2)cc1 (centres undefined)	36%[activator]
COc1ccc(C)cc1NC(=O)Cn1c(N(C)Cc2ccccc2)nc(C)cc1=O	29%
Clc1cccc(Nc2ncnc3onc(-c4cccc(Cl)c4)c23)c1	?
CC[C@@H]1Cn2c(c3nc(-c4ccccc4)nc-3n(C)c2=O)N1	?
COCCc1noc([C@@H]2CC(F)(F)CN2C(=O)c2ocnc2C)n1	29%
Cc1ccc(C(=O)NCc2nnc3ccc(-c4ccc(F)cc4)nn23)c(C)c1	6%

Three compounds already listed, arranged by heavy-atom count, largest number first.
Molecule	12-LOX inh
COc1ccc(C)cc1NC(=O)Cn1c(N(C)Cc2ccccc2)nc(C)cc1=O	29%
COc1ccc(-c2cc(N3CCC(NC(=O)c4ccc(Br)cc4)C3)n[nH]2)cc1 (centres undefined)	-11%
CN(C)S(=O)(=O)c1ccccc1CNS(=O)(=O)c1ccc2c(c1)CCCC2	?

Following part:
Molecule	12-LOX inh
Cc1c(Cl)cccc1-n1nnc(C(=O)N(C)c2ccccc2)c1C	9%
Cc1nn(C)c(C)c1CCCN(C)C(=O)C1N(C(C)C)C(=O)C12CCCC2 (centres undefined)	61%[activator]
COc1ccccc1-c1ccnc(N[C@H]2CO[C@H]3[C@@H]2OC[C@@H]3NS(C)(=O)=O)n1	35%[activator][176 µM]
O=C(NC1CCc2ccccc21)C1=CN2CCN(Cc3ccccc3)C(=O)N=C2O1 (centres undefined)	30%
CN1C(=O)C(CC(=O)NCc2ccccc2)=C2CCCCC21 (centres undefined)	21%
CCCc1cc(=O)oc2cc(OCC(=O)NC3CCCC3)ccc12	21%
O=C(c1ccncc1)N1CCC2(CC1)CC(OCC1CC1)CCO2 (centres undefined)	42%[activator]
O=Cc1ccc(N2CCN(C(=O)N3CCOCC3)CC2=O)cc1	9%[6.33 µM]
CC1CCC2(CC1)NC(=O)N(CC(=O)Nc1ccc(Cl)cc1C(F)(F)F)C2=O (centres undefined)	31%
CN1CCN(c2oc(-c3cccs3)nc2C#N)CC1	-15%
COc1cc(NC(=O)CCc2nnc3c(=O)n(-c4ccc(C)c(C)c4)ccn23)cc(OC)c1OC	-3%
Cc1cccc(CNc2cc(-c3cccc(C#N)c3)ncn2)c1	?
CC(=O)N[C@H]1C[C@@H](c2ccc(-n3cncn3)cc2)O[C@@H](C2CCCCC2)C1	21%
COc1ccc(-c2noc([C@@H]3Cc4nc[nH]c4CN3Cc3cccs3)n2)cc1	31%[176 µM]
CCCn1nc(C(=O)Nc2ccc(Cl)cc2)c2ccccc2c1=O	?
O=C(c1ccccc1F)N1CC(=O)N2[C@H](CO)[C@H](c3ccc(Br)cc3)[C@@H]2C1	-2%
COc1ccc(C2Cn3cnc(C(=O)N4CCC(C(=O)NCC(C)C)CC4)c3CO2)cc1 (centres undefined)	14%
Cc1noc(C)c1-c1cc2cc(CN(C)C)oc2c(NCCc2ccccc2)n1	?
COCC[C@]1(O)CCN(C(=O)c2cccc(S(N)(=O)=O)c2)C[C@H]1C	18%
Cc1ccc(NC(=O)C(C)OC(=O)C2=CN3CCS(=O)(=O)N=C3C=C2)cc1 (centres undefined)	-25%
CC(Sc1ncnc2nc[nH]c12)C(=O)NCCc1c[nH]c2ccccc12 (centres undefined)	-3%
CCOc1ccc(CC(=O)N2CCC(Cc3nc(-c4ccc(OC)cc4)no3)CC2)cc1OCC	-20%
COc1ccc(C(=O)N[C@@H]2CCC[C@@H]2C(=O)NCCC2=CCCCC2)cn1	11%
CC(C)OCCCNc1nc2c([S+](=O)([O-])c3ccc(Cl)cc3)nnn2c2ccccc12	-1%[6.33 µM]
CC(NC(=O)NCC(=O)NCC(F)(F)F)c1cccc(C(F)(F)F)c1 (centres undefined)	-38%

Only part of the results is shown; the hit share may differ from the screen's.
